Bioassay records deposited in PubChem BioAssay by The Scripps Research Institute Molecular Screening Center.
ADAM10 inh: inhibits human ADAM10 | O14672 | actives 0.62% (n = 370,000) | recombinant ADAM10, EDANS/DABCYL FRET peptide cleavage, 3 h | inhibition, % at 7 µM;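 active = inhibition above a per-campaign cutoff equal to the mean of compounds falling between control-based bounds plus 3 SD, cut at about 20% in these data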;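 note: 0% = DMSO wells while the 100% control is not disclosed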
PLCg1 inh: inhibitors of human phospholipase C gamma1 | purified PLC-gamma1, fluorogenic substrate, fluorescence | inhibition, % at 12.2 µM | actives 0.84% (n = 370,000); in the data active = inhibition above about 9.5%
ADAM17 inh: inhibits human ADAM17. P78536. recombinant ADAM17, EDANS/DABCYL FRET peptide cleavage. inhibition, % at 6.95 µM. actives 0.83% (n = 370,000). AID 720648;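 active = inhibition above the mean of compounds lying between control limits plus 3 SD, set per campaign, cut at about 8.5% in these data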;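 note: 0% = DMSO-only wells as the low control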
ASAP1 inh: ASAP1 ArfGAP inhibition. Q9ULH1. ASAP1-stimulated ARF1 GTP hydrolysis, GDP FP detection. inhibition, % at 16.5 µM. actives 0.19% (n = 360,000); in the data active = inhibition above about 25%;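 note: 0% = vehicle with enzyme and substrate and 100% = no enzyme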
Target sequence (Q9ULH1 325-724 limits assumed): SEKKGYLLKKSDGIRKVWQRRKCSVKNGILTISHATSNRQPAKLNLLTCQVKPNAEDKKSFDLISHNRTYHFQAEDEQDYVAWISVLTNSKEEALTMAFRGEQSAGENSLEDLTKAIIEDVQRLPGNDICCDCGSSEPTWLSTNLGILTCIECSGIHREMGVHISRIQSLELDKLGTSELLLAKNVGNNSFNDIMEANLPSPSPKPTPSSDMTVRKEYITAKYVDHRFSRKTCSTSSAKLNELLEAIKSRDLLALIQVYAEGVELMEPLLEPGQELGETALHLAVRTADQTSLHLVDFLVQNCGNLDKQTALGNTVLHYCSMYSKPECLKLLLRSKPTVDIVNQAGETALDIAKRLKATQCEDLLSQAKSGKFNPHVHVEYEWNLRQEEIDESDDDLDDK
Tn7 DDE FP: disrupts Tn7 cyclic peptide binding to fibrin D-Dimer-E complex | actives 0.13% (n = 370,000) | FP displacement of FITC-Tn7 peptide from fibrin DD(E); 0% = median of compound wells per plate | AID 720508 | P02675 | inhibition, % at 8.3 µM;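 active = inhibition above the mean of compounds falling within the control limits plus 3 SD of them, cut at about 14% in these data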;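 note: 0% = plate median of compound wells and 100% = 10 µM Aha-Tn7 peptide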
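Assay system: Human fibrin DD(E) protein | Medium: Tris buffer with calcium and detergent, pH 7.8 | Reagent: 0.1 µM fluorescent Tn7 | Compound dosing: Single point at 8.3 µM | Times: 10 min preincubation, 3 h with tracer, room temperature | Detection: Fluorescence polarization of the labelled Tn7 tracer | Controls: Aha-Tn7 high control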
proKLK7 act: proKLK7 (human) activation, primary screen; activation, % at 7 µM; actives 0.9% (n = 370,000); P49862; purified proKLK7, EDANS-DABCYL substrate fluorescence; 100% is mature enzyme control, 0% vehicle;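 active = activation above the mean of all tested compounds plus 3 SD, computed per campaign excluding outliers beyond control limits, cut at about 13% in these data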
Target sequence (P49862 whole entry, looked up): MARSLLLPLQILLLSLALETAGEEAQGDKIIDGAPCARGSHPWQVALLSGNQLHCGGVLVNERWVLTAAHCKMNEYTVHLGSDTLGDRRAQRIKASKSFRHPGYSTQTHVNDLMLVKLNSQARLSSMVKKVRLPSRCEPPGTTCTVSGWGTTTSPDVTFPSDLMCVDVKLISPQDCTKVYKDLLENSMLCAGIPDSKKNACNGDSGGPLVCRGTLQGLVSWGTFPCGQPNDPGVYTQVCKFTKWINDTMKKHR
LEDGF integ inh: blocks HIV-1 LEDGF/p75-dependent DNA integration; TR-FRET IN-LEDGF/p75 DNA integration, Eu/Cy5; inhibition, % at 3.7 µM; actives 0.64% (n = 370,000); AID 743269;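 active = inhibition above the screen-wide mean plus 3 SD, cut at about 13% in these data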;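 note: signal is the Cy5 over europium emission ratio at 671 and 618 nm; 0% = plate median of compound wells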
TDP2 inh: TDP2 (human) inhibition, absorbance primary screen | AID 720702 | recombinant TDP2, T5PNP hydrolysis, p-nitrophenol absorbance 415 nm | O95551 | inhibition, % at 12.8 µM | actives 0.34% (n = 370,000);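 active = inhibition above the mean of all tested compounds plus 3 SD, set per campaign, cut at about 25% in these data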;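 note: 0% = DMSO with enzyme and 100% = buffer with substrate but no TDP2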
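Read-out basis: percent inhibition. System: recombinant human TDP2. Buffer or medium: Mg2+-containing Tris-HCl buffer, pH 7.5. Repeats: single replicate. Timing: reaction 2 h, 37 °C. Benchmarks: high control without enzyme, low control DMSO plus TDP2. Probe or stimulus: 5 mM T5PNP. Doses: 12.8 µM only. Measured by: epi absorbance of p-nitrophenol freed from T5PNP by hydrolysis.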
DDE Tn6 FP inh: disrupts Tn6 cyclic peptide binding to fibrin D-Dimer-E complex | AID 720509 | actives 0.21% (n = 370,000) | inhibition, % at 8.3 µM | Fibrin DD(E) TRITC-Tn6 fluorescence polarization displacement | P02675;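 active = inhibition above a per-campaign cutoff: mean of compounds within control limits plus 3 SD, cut at about 15% in these data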;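 note: 0% = median of all compound wells on the plate and 100% = blocking peptide control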
ARFGAP1 inh: inhibits rat ARF GTPase activating protein 1; inhibition, % at 16.5 µM; actives 0.26% (n = 360,000); Arfgap1-stimulated ARF1 GTP hydrolysis, GDP FP detection;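 active = inhibition above a per-plate limit, mean inhibition of low control wells plus 3 SD, cut at about 25% in these data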;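 note: 0% = DMSO wells with enzyme and 100% = wells lacking Arfgap1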
Target sequence (Q62848 1-136 limits assumed): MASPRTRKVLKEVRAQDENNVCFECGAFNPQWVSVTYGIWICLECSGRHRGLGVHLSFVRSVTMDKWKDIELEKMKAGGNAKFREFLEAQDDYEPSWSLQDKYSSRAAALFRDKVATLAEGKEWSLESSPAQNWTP
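System: truncated rat Arfgap1 GAP domain / Medium: HEPES-based buffer, pH 7.5 / Also added: N-terminally truncated human ARF1-GTP substrate / Incubation: enzyme reaction 120 min at 25 °C after 20 min preincubation / Measured by: FP of antibody-bound GDP Alexa 633 tracer, ex 620/em 688 nm / Replicates: singlicate, each compound tested once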
Active calls of the source: *; i = inactive; . = not tested or not shown.

SMILES	ADAM10 inh	PLCg1 inh	ADAM17 inh	ASAP1 inh	Tn7 DDE FP	proKLK7 act	LEDGF integ inh	TDP2 inh	DDE Tn6 FP inh	ARFGAP1 inh
CCC(C)(C)NC(=O)C(c1ccc(OC)cc1)N(C(=O)CCC(=O)Nc1cc(C)on1)c1ccccc1F (configuration not stated)	3	1	-2	7	-5	0.2	5	6	0	-1
CC(=O)c1c(NC(=O)C(C)C)nc(C)nc1-c1ccccc1	7	2	-1	-5	4	-0.1	-3	10	-2	-2
CCCN(C(=O)c1cn(C)c(=O)c2ccccc12)c1ccccc1C	1	2	-4	-1	2	0.4	4	3	-5	-4
O=C(CC(=O)c1ccccc1)CS(=O)(=O)c1ccccc1	-3	-23	0	-8	-6	-0.2	2	2	-1	-1
CN(C1CCCCC1)S(=O)(=O)c1cccc(C(=O)OCC(=O)NC2CCCc3ccccc32)c1 (configuration not stated)	17	2	4	3	5	-0.4	0	0	2	4
Cc1cc(C(=O)Nc2ccc(S(=O)(=O)Nc3onc(C)c3C)cc2)c(C)o1	1	1	-1	-9	-1	-0.6	3	0	0	-2
COc1ccc(C(C#N)Nc2ccccc2C)cc1 (configuration not stated)	-12	-3	-6	-7	5	-0.7	-1	6	3	0
NC(N)=Nc1nc(-c2ccccc2)c2cc(Cl)ccc2n1	-278	-62	-80	0	3	14*	-2	-6	1	6
CCn1cc(C(=O)OCC(=O)Nc2ccc(C(C)C)cc2)c(=O)c2ccc(C)nc21	-4	-3	-5	-14	2	-0.5	-7	9	-5	2
Cc1ccccc1C(=O)N1CCN(c2ncccn2)CC1	-9	-3	-4	-9	-2	0.5	0	6	-3	70*

A few values from above:
For Tn7 DDE FP, CCn1cc(C(=O)OCC(=O)Nc2ccc(C(C)C)cc2)c(=O)c2ccc(C)nc21 is listed with 2
For LEDGF integ inh, Cc1ccccc1C(=O)N1CCN(c2ncccn2)CC1 is listed with 0
For TDP2 inh, CC(=O)c1c(NC(=O)C(C)C)nc(C)nc1-c1ccccc1 is listed with 10

Remaining list, next part
SMILES	ADAM10 inh	PLCg1 inh	ADAM17 inh	ASAP1 inh	Tn7 DDE FP	proKLK7 act	LEDGF integ inh	TDP2 inh	DDE Tn6 FP inh	ARFGAP1 inh
O=C(NC1=NCCS1)c1cccc2ccccc12	11	4	0	7	3	0.0	4	2	5	-5
N#CCSCC(=O)Nc1ccc(Cl)cc1	5	2	-1	11	-1	0.4	2	-7	4	5
Nc1ccc(OCc2ccccc2)cc1[N+](=O)[O-]	-6	1	-1	-7	2	0.3	1	-4	-8	-3
Cc1ccc(-c2ccc(SCC(=O)Nc3nonc3C)nn2)cc1	5	2	-4	-4	8	-0.3	3	-10	-5	-4
O=C1CN(C(=O)c2ccccc2C(=O)O)c2ccccc2N1	-116	-19	-48	2	3	0.0	-3	-4	-3	0
COC(=O)[C@H](C(C)C)N(Cc1cn(Cc2ccccc2)nn1)S(=O)(=O)c1ccccc1Br	5	-1	1	.	-2	0.7	8	0	7	.
Cn1cccc1CC(=O)NNC(=O)Nc1cccc(Cl)c1	13	-4	4	-4	0	-0.4	-7	-10	-3	10
NC(=NCCc1ccccc1)c1cccc([N+](=O)[O-])c1	-4	2	-2	-5	-4	0.0	2	9	-2	-3
O=C(O)CC(NC(=O)Cc1ccc([N+](=O)[O-])cc1)c1ccc2c(c1)OCO2 (configuration not stated)	5	-1	-4	8	-1	0.4	0	0	7	8
Cc1ccc(OCC(=O)NC2CCS(=O)(=O)C2)c(C)c1 (configuration not stated)	-15	-1	-3	-12	-7	-0.4	0	-1	3	7
CCn1cc(C(=O)NCc2cccc(F)c2)c(=O)c2cc(F)c(N3CCN(C(=O)c4ccco4)CC3)cc21	-249	-179	-80	5	-6	-2.7	7	-7	0	16
Cc1n[nH]c(=O)nc1NCc1ccccc1	2	-3	-3	3	2	0.8	-4	-3	13	1
Cc1cc(C(=O)COC(=O)CN(C)S(=O)(=O)c2ccc(Cl)cc2)c(C)n1CC1CCCO1 (configuration not stated)	6	2	6	13	-6	0.3	9	-11	0	5
COc1cc(/C=N\n2nnnc2N)ccc1OCc1ccc(F)cc1	-189	-23	-45	11	3	-1.3	-2	-6	1	13
Cc1ccc(S(=O)(=O)NNC(=O)c2sc3nc(C)cc(C)c3c2-n2cccc2)cc1	-6	-14	-19	3	-2	0.7	-5	-4	5	14
CCN(CC)S(=O)(=O)c1ccc(NC=C(C#N)C#N)cc1	-7	0	-5	8	2	0.7	1	0	-2	7
OC(COCc1ccccc1)COCc1ccccc1	-12	1	-3	1	10	0.1	-12	-5	-3	-5
CCOC(=O)C1CCN(C(=O)c2cccc(NC3=NC4CS(=O)(=O)CC4S3)c2)CC1 (configuration not stated)	7	4	0	3	6	0.2	0	7	13	3
Cc1ccc2cc(CN(CCCO)S(=O)(=O)c3cccc4nsnc34)c(=O)[nH]c2c1	-1	3	0	-11	3	-0.3	4	6	2	-10
CCn1c(CNC(=O)COC)nc2ccccc21	-17	2	-1	6	-2	0.0	-4	11	3	6
C/C(CC(=O)Nc1cccc(C(F)(F)F)c1)=N\NC(=O)c1cnccn1	2	1	1	0	-2	-0.7	-1	6	4	0
Cc1cc2oc(C(=O)N3CCN(CCc4ccccn4)CC3)c(C)c2cc1C	4	-1	-6	-11	0	0.2	0	2	6	-18
COc1ccc(-n2nc(C(=O)NCC(=O)N3CCOCC3)c3ccccc3c2=O)cc1OC	1	-11	-2	-14	7	-0.2	0	10	0	-14
CCN1CCCC1CNC(=O)c1cc(S(=O)(=O)N(C)C)ccc1Cl (configuration not stated)	0	2	0	7	-3	-0.2	2	7	-1	1
CCN(CC(=O)NC(C)C)C(=O)c1cc(S(=O)(=O)N2CCCCC2)ccc1N1CCCCC1	-20	2	-3	-11	3	0.2	-2	2	2	8
CN(C)c1ncnc2c1NC1=C(S2)C(=NCCCC(=O)O)CC(C)(C)C1	-24	-42	-9	3	-2	6.0	0	5	0	8
Cc1ccc(S(=O)(=O)N2CCN(Cc3ccccn3)CC2)cc1	0	0	3	0	-1	-0.6	0	-7	5	-8
O=C(C(=O)N(C1CCCCC1)C1CCCCC1)c1ccccc1	-2	-3	-4	2	5	-0.6	0	0	0	-6
N/C(=N\OC(=O)c1cc([N+](=O)[O-])ccc1Cl)c1cccnc1	6	6	0	-21	6	0.6	3	-7	-3	4
CN1C(=O)N(CC(=O)N2CCN(c3ccccc3F)CC2)C(=O)C12CCCCC2	-6	2	0	-5	-1	-0.1	5	3	1	0
CCCCCCN1CCN(C2CN(Cc3ccc(F)cc3)S(=O)(=O)C2)CC1 (configuration not stated)	-11	4	5	7	-8	0.0	3	1	-3	0
CN(C)C(=O)C1C2NC(=S)N(c3cccc(Cl)c3)C1(C)Oc1ccc(Cl)cc12 (configuration not stated)	-1	3	-3	-5	3	0.3	0	2	-1	-3
CCOc1ccccc1N1CC(O)=C(c2nc3ccccc3s2)C1=N	-22	-30	-14	-6	2	-2.2	-3	1	1	2
O=C(NCCN1C(=O)S/C(=C\c2cccs2)C1=O)[C@H](Cc1ccccc1)N1C(=O)c2ccccc2C1=O	4	2	1	5	-7	-0.2	4	-8	7	-6
Cc1ccc2cc3cc(C(=O)N4CCN(C(=O)c5ccco5)CC4)sc3nc2c1	-103	-47	-36	19	0	0.5	7	-14	-6	7
O=C(CCN1CCN(c2ccccc2)CC1)Nc1ccccc1F	-8	2	-5	7	1	-0.1	6	-7	7	9
COc1ccccc1C(=O)NC(CCSC)C(=O)NNC(=O)c1ccncc1 (configuration not stated)	-5	4	3	2	4	0.3	1	4	3	-3
O=C(Nc1ccc(S(=O)(=O)Nc2cnc3ccccc3n2)cc1)c1ccccc1Br	-57	-37	-21	0	0	0.6	-1	-16	-1	8
O=C(CN1C(=O)COc2ccc(Cl)cc21)Nc1ccccn1	-3	-1	0	14	-7	-0.5	-8	9	-1	-8
CCNC(=O)n1nccc1C(C)Oc1ccccc1 (configuration not stated)	1	1	3	6	-3	0.0	-1	0	7	-10
COc1cc(NC(=O)c2cc([N+](=O)[O-])ccc2Br)ccc1NC(=O)c1ccco1	-1	2	-3	4	-6	0.1	3	3	6	-7
COc1cc(C2Nc3ccccc3C(=O)N2c2ccccc2)ccc1O (configuration not stated)	-172	-80	-57	4	2	-4.3	6	29*	7	-11
CC(=O)c1nc(N2C(=O)CC(Cc3ccc(C)cc3)C2=O)sc1C (configuration not stated)	-9	-7	-5	7	4	-0.6	-4	-5	-7	0
COc1ccc(OC)c(N(CC(=O)Nc2cccc(C(F)(F)F)c2)S(C)(=O)=O)c1	-2	1	-1	12	-2	0.1	-4	6	-3	-14
Cc1csc(=O)n1CC(=O)OCC(=O)NNC(=O)c1ccc([N+](=O)[O-])cc1	-2	-4	-1	-3	4	0.9	0	-5	-1	15
COc1ccc(C)cc1NC(=O)CNc1ccc(C(C)=O)cc1	0	1	1	9	-6	0.6	5	3	-11	2
CCOC(=O)c1cnc2ccc(C)cn2c1=O	i	-101	-373	20	-5	6.4	3	-10	0	12
Cc1ccsc1C(=O)OCC(=O)NC1CC1	-5	3	-5	5	6	-0.1	-3	5	-8	-9
COC(=O)c1cccc(NC(=O)C2C3CCC(C3)C2C(=O)O)c1 (configuration not stated)	-8	0	-2	7	3	-0.8	1	4	-2	-4
COc1ccccc1N=Nc1[nH]c2ccc(C)cc2c1O	12	2	2	7	0	-0.3	0	-11	-6	3

The list goes on:
SMILES	ADAM10 inh	PLCg1 inh	ADAM17 inh	ASAP1 inh	Tn7 DDE FP	proKLK7 act	LEDGF integ inh	TDP2 inh	DDE Tn6 FP inh	ARFGAP1 inh
Cc1ncsc1CCOC(=O)c1ccc(N2CCOCC2)c([N+](=O)[O-])c1	-5	-1	-2	11	-2	-0.3	-3	-1	3	1
O=C(CSc1nncc(=O)[nH]1)NCc1ccccc1	-7	4	-3	3	0	-0.5	-1	1	11	1
CN(C/C=C/c1ccccc1)C1CCCCC1	-6	1	-1	4	7	0.3	0	4	2	0
O=C(COC(=O)c1cccnc1Cl)c1ccc(Cl)cc1Cl	1	0	-2	-8	7	-0.1	2	6	7	0
O=C(Nc1cccc(Cl)c1)c1cc(N=Nc2ccc([N+](=O)[O-])cc2Cl)ccc1O	-8	-2	-6	3	4	-0.7	-2	8	-5	-2
CCOc1ccc(NC(=O)Cc2ccccc2)cc1	-3	0	0	17	2	0.0	-2	-5	-3	7
